# Assay outcomes from PubChem BioAssay.
# RMI FANCM FP = blocks RMI1/RMI2 complex binding to FANCM MM2 peptide. Fluorescence polarization, RMI core complex with F-MM2 peptide; hits give low values. 0.58% of 70,000 active. FP signal (polarization) at 33 µM; in the data active = FP signal below about 40; note: inactives centre near 61; strong numbers were not always called active; unit not given here
# * hit, by the source's call; & = joins results of further samples. Not all compounds are listed (hit frequency here may not be typical).
SMILES,RMI FANCM FP
CCC(C)C(N)C1=NC(C(=O)N[C@@H](CC(C)C)C(=O)N[C@H](CCC(=O)O)C(=O)N[C@H](C(=O)N[C@H]2CCCCNC(=O)[C@H](CC(N)=O)NC(=O)[C@@H](CC(=O)O)NC(=O)[C@H](Cc3cnc[nH]3)NC(=O)[C@@H](Cc3ccccc3)NC(=O)[C@H]([C@@H](C)CC)NC(=O)[C@@H](CCCN)NC2=O)[C@@H](C)CC)CS1 (some centres not stated),63
CCOC(=O)N1CCc2c(sc(NC(=O)c3ccc(F)cc3)c2C#N)C1,75
COC(=O)c1ccccc1C(=O)N(Cc1cccnc1)c1nc2ccc(F)cc2s1,63
COc1ccc(C=O)cc1Cn1c(=O)n(CCCCC(=O)NC2CCCCC2)c(=O)c2ccccc21,68
CCc1nnc(C2CCN(C(=O)Nc3ccc(Cl)cc3)CC2)s1,64
C=CCSc1nc(C)cc(=O)[nH]1,58
CCC(CCC(C)[C@H]1CCC2C3CC=C4C[C@@H](O)CC[C@]4(C)C3CC[C@@]21C)C(C)C (some centres not stated),53
COc1nc(Nc2cccc(C(F)(F)F)c2)nc(OC)n1,65
CCCc1nc2c(C)cc(-c3nc4ccccc4n3C)cc2n1Cc1ccc(-c2ccccc2C(=O)O)cc1,59
O=C(CSc1nc(-c2ccccc2)c(-c2ccccc2)o1)N1CCCC1,64

# Ordered by formula weight (descending): some entries from above.
SMILES,RMI FANCM FP
COC(=O)c1ccccc1C(=O)N(Cc1cccnc1)c1nc2ccc(F)cc2s1,63
CCC(CCC(C)[C@H]1CCC2C3CC=C4C[C@@H](O)CC[C@]4(C)C3CC[C@@]21C)C(C)C (some centres not stated),53
CCOC(=O)N1CCc2c(sc(NC(=O)c3ccc(F)cc3)c2C#N)C1,75

# (list continues)
SMILES,RMI FANCM FP
Cc1ccc(-c2ocnc2C(N)=O)cc1,59
O=C(Cc1cc(=O)[nH]c(=O)[nH]1)N1CCC(Cc2ccccc2)CC1,58
CC(C)(C)c1nc(=S)[nH][nH]1,58
CCN1C(=O)Cc2cc(NS(=O)(=O)c3ccc(OC)cc3OC)ccc21,68
Cn1cnnc1SCc1ccccc1[N+](=O)[O-],53
Cn1cc(S(=O)(=O)NCc2ccc3c(c2)OCO3)c(C(F)(F)F)n1,53
O=C(COc1ccccc1)N1CCC(c2nnc(-c3ccco3)s2)CC1,61
COc1ccc(CCNC(=O)Nc2ccc(CN3CCN(c4ccccn4)CC3)cc2)cc1,62
O=C(OCCN1C(=O)c2cccc3c(N4CCCCC4)ccc(c23)C1=O)c1ccc(S(=O)(=O)N2CCCCC2)cc1,-54
CCOc1cccc2sc(NCc3ccccn3)nc12,69
O=C(Nc1nc2c(F)cccc2s1)c1ccc([N+](=O)[O-])s1,71
c1ccc(-c2ccsc2-c2ccccc2)cc1,56
Cc1cc(NC(=O)Cn2cnc(-c3ccccc3)cc2=O)no1,67
COc1ccc(NC(=O)C(=O)NCc2ccc(Cl)cc2)cc1OC,54
CCC(C(=O)NCCn1ncc2c(=O)n(Cc3ccccc3F)cnc21)c1ccccc1 (configuration not stated),66
COc1ccc(CCNC(=O)Cc2cc(=O)[nH]c(SCc3ccccc3F)n2)cc1,63
O=S(=O)(NCC1COc2ccccc2O1)c1ccc(S(=O)(=O)c2ccccc2)s1 (configuration not stated),61
CC(C)=C1Oc2cc(O)ccc2C1=O,57
O=C1/C(=C\c2ccccn2)SC(=S)N1Cc1ccncc1,63
O=c1c2oc3ccccc3c2n(Cc2ccccc2F)c(=O)n1Cc1ccc2c(c1)OCO2,154
N/C(COc1ccc(Cl)cc1)=N\OC(=O)c1ccsc1,63
O=C(Cc1ccc(F)cc1)NCCn1ncc2c(=O)n(Cc3ccc([N+](=O)[O-])cc3)cnc21,64
CCOC(=O)c1sc(NC(=O)Cc2ccc(SC)cc2)nc1-c1ccccc1,82
S=C1NCN(Cc2cccnc2)CN1,56
O=S(=O)(Nc1ccc(-c2ccc3nnc(-c4cccs4)n3n2)cc1)c1ccccc1,68
Cc1ccc(=O)n(S(=O)(=O)c2ccc(F)cc2F)n1,54
O=C(Cn1ncn2nc(-c3ccc(F)cc3)cc2c1=O)N1CCCC1,65
CCN(c1ccccc1)S(=O)(=O)c1ccc(C(=O)N(CCN(C)C)c2nc3c(F)cc(F)cc3s2)cc1,79
CN(C)C(CNC(=O)Cc1ccc(Cl)cc1)c1ccc(F)cc1 (configuration not stated),56
Cc1cc(C(=O)NNc2ccc(F)cc2F)nn1C,57
O=C(O)C1CC2(COC(c3ccccc3)OC2)C1C(=O)O (configuration not stated),57
CC(=O)CC(O)c1ccncc1 (configuration not stated),57
O=c1ccc(-c2ccc(F)cc2)nn1CCCNS(=O)(=O)c1cccs1,70
C=C(C)C1Cc2c(cc3oc(CO)cc(=O)c3c2O)O1 (configuration not stated),56
O=C(CC1Nc2ccccc2NC1=O)Nc1ccccc1C(F)(F)F (configuration not stated),62
Nc1sc(-c2ccccc2)cc1C(=O)O,55
Cn1c(=O)[nH]c(=O)c2c1nc(CN1CCN(c3ccccc3F)CC1)n2CCc1ccccc1,58
COC(=O)c1cc(=O)c2ccccc2[nH]1,59
CC(C)c1ccc2nc(NC(=O)c3ccccc3)sc2c1,69
Cc1nn(-c2cc(C(F)(F)F)ccc2Cl)c(=O)c2noc(C)c12,61
N#CCCN1CCN(C(=S)c2ccc(-c3cccc(C(F)(F)F)c3)o2)CC1,63
O=C(CCCCn1c(=O)c2ccccc2n(Cc2ccc(F)cc2Cl)c1=O)NCc1cccs1,83
COc1ccc(-c2ccc(N3CCN(C(=O)c4c(F)cccc4F)CC3)nn2)cc1OC,61
Cc1ccc(-c2nnc(NC(=O)CN3C(=O)CCC3=O)o2)cc1C,50
CCn1cc(NC(=O)N2CCN(c3ccccc3F)CC2)c2ccccc21,53
O=c1ccc(-c2ccc(F)cc2)nn1CCCNS(=O)(=O)c1ccc(F)c(Cl)c1,66
N/C(=N\OC(=O)c1ccc(Cl)c(Cl)c1)c1cccc(CSc2ccccn2)c1,69
Clc1cc(C=Nc2cccnc2)c(Cl)s1,57
Cc1cc(C)nc(SCc2c(C(=O)O)nnn2-c2ccccc2)n1,70
CC1CCN(S(=O)(=O)c2ccc(C(=O)N=c3sc4cc5c(cc4n3C)OCO5)cc2)CC1,107

# Continued; the last six above are carried over.
SMILES,RMI FANCM FP
CCn1cc(NC(=O)N2CCN(c3ccccc3F)CC2)c2ccccc21,53
O=c1ccc(-c2ccc(F)cc2)nn1CCCNS(=O)(=O)c1ccc(F)c(Cl)c1,66
N/C(=N\OC(=O)c1ccc(Cl)c(Cl)c1)c1cccc(CSc2ccccn2)c1,69
Clc1cc(C=Nc2cccnc2)c(Cl)s1,57
Cc1cc(C)nc(SCc2c(C(=O)O)nnn2-c2ccccc2)n1,70
CC1CCN(S(=O)(=O)c2ccc(C(=O)N=c3sc4cc5c(cc4n3C)OCO5)cc2)CC1,107
CC(C)C(=O)NCCn1ncc2c(=O)n(Cc3ccc(F)cc3)cnc21,66
CCCC(=O)Nc1cccc(-c2cn3nc(OC)ccc3n2)c1,72
S=C1NCN(Cc2ccco2)CN1CCc1ccccc1,58
CCCC1O[C@@H]2C[C@H]3[C@@H]4CCC5=CC(=O)C=C[C@]5(C)[C@H]4[C@@H](O)C[C@]3(C)[C@]2(C(=O)CO)O1 (some centres not stated),61&64&72
O=C1c2ccccc2/C(=N\O)C1[N+](=O)[O-] (configuration not stated),56
CCOC(=O)c1cc(C(=O)N/N=C\c2ccc(N(C)C)cc2)c(C)nc1C,60
O=C(NCc1cccs1)C(=O)NCC(c1ccsc1)N1CCCCCC1 (configuration not stated),56
COc1ccc(CCNC(=O)C2OC3OC(C)(C)OC3C3OC(C)(C)OC23)cc1 (configuration not stated),70
C[C@H]1O[C@@H](n2cc(F)c(=O)[nH]c2=O)[C@H](O)[C@@H]1O,51
CCOC(=O)c1sc(NC(=O)c2ccc(SC)cc2)cc1C,59
N#CC1=C(S)NC(=O)CC1c1ccccc1[N+](=O)[O-] (configuration not stated),51
COC(=O)c1ccc(/C=N\Nc2ncccc2[N+](=O)[O-])n1-c1ccc(F)cc1,53
Cc1cc(-c2onc(C)c2-c2noc(C)n2)no1,57
CCc1ccc2nc(N3CCN(C(=O)c4ccnn4C)CC3)sc2c1,66
O=C1NCCOc2ccc(NS(=O)(=O)c3ccc(Cl)cc3)cc21,66
COc1ccccc1C(=O)NNC(=O)c1cccn(Cc2ccc(Cl)c(Cl)c2)c1=O,67
O=S(=O)(Cc1ccc(Cl)cc1)c1nc2ccccc2nc1N1CCOCC1,64
O=C(c1cccs1)N1CCc2ccc(NS(=O)(=O)c3ccc(Cl)cc3)cc21,71
O=C(CSc1ncnc2ccccc12)Nc1cccc(Cl)c1,72
COc1ccc(C(=O)Nc2ccc3c(c2)CN(C(=O)C2CC2)CC3)c(OC)c1OC,68
CCN(CC)S(=O)(=O)c1cccc(N=Nc2c(O)n(C)c(=O)n(C)c2=O)c1,61
CSc1cccc(C(=O)Nc2sc3c(c2C(N)=O)CCN(C(C)C)C3)c1,69
COc1ccc(SCC(=O)N2CCN(c3ccccc3)CC2)cc1,50
O=c1ccc(-c2ccccc2Br)nn1Cc1nc(-c2ccc3c(c2)OCO3)no1,118
Nc1c(C(=O)NCCc2ccccc2)c2nc3ccccc3nc2n1N,65
CCOc1ccccc1-n1nnc(-c2nn3c(Cc4ccccc4)nnc3s2)c1C,67
O=C(COc1ccc(Cl)cc1)Nc1nc(CN2CCc3ccccc3C2)cs1,80
O=C(c1cc(=O)c2ccccc2o1)N1CCN(c2ncnc3c2nnn3-c2ccccc2)CC1,51
CNC[C@@H](O)c1ccc(O)c(O)c1,66
Cc1csc2sc(C=NCc3cccs3)c(C)c12,56
COc1ccc(C2c3sc(=S)[nH]c3SC3C4CC(C5C(=O)N(CC(=O)O)C(=O)C45)C23)cc1 (configuration not stated),56
CC(C)N(C(=O)Cn1nc(C2CC2)c2cnn(-c3ccccc3)c2c1=O)C(C)C,65
O=C1c2cc([N+](=O)[O-])ccc2-c2c(O)cc([N+](=O)[O-])cc21,55
Cc1ccc(C(=O)N(Cc2ccccc2)c2ccccn2)cc1,62
O=S(=O)(c1ccccc1F)N1CCN(c2ccc(-c3ccccc3)nn2)CC1,74
CCCc1cc(Nc2c(C)n(C)n(-c3ccccc3)c2=O)n2c(nc3ccccc32)c1C#N,56
O=C(c1ccc(NS(=O)(=O)c2cccc(Cl)c2)cc1)N1CCCCCC1,61
O=C(Oc1ccc(C(F)(F)F)cc1[N+](=O)[O-])c1ccccc1,41
CC(=O)Nc1cccc(NC(=O)CSc2nc(CC(=O)Nc3cc(Cl)ccc3C)cs2)c1,66
CNC(=O)c1ccsc1NC(=O)c1cc(-c2ccccc2)nc2ccccc12,77
O=C(CSCc1ccccc1)Nc1nc2c(s1)COc1ccccc1-2,72
CCCCc1ccc(NC(=O)CSc2nc3c(-c4ccccc4)csc3c(=O)n2C)cc1,76
O=c1cccnn1CCCNS(=O)(=O)c1ccc(OC(F)(F)F)cc1,61
O=C(Nc1cccc(-c2ccc3nnc(-c4ccncc4)n3n2)c1)c1ccc(Cl)cc1,128
OC(CSc1ccccc1)CN1CCN(c2nccc(C(F)(F)F)n2)CC1 (configuration not stated),53
O=C(C1CCCC1)N1CCc2ccc(NS(=O)(=O)c3ccc4c(c3)OCCO4)cc21,71
Cc1cccc(-n2ncc(C#N)c2N)c1,69
C=CCNC(=O)C(=O)N1CCN(C(c2ccccc2)c2ccccc2)CC1,51
Cc1nn(CC(=O)NCCSCc2ccco2)c(C)c1Br,54
Cc1ccc(NC(=O)C(=O)NCC(c2ccc(N(C)C)cc2)N2CCc3ccccc32)cc1 (configuration not stated),62

# Other compounds follow:
SMILES,RMI FANCM FP
CCC(CO)NC(=O)C(=O)Nc1ccc([N+](=O)[O-])cc1 (configuration not stated),54
CCOC(=O)c1c(NC(=O)c2ccc([N+](=O)[O-])s2)sc2c1CCCCC2,72
Cn1cnc(S(=O)(=O)Nc2ccccc2N2CCOCC2)c1,61
CN(CCO)CC(O)Cn1cnc2c1c(=O)n(C)c(=O)n2C (configuration not stated),62
O=C(O)/C=C/C(=O)Nc1ccc([N+](=O)[O-])cc1,60
O=C(Cc1csc(NC(=O)c2ccc3c(c2)OCO3)n1)NCc1ccccn1,55
COCCN1CCC(CNC(=O)C(=O)Nc2ccc(OC(F)(F)F)cc2)CC1,78
N#CCCSc1ccccc1NC(=O)c1ccc([N+](=O)[O-])o1,57
CC(C)(C)C1CCc2c(sc3nc(CCC(=O)N4CCOCC4)[nH]c(=O)c23)C1 (configuration not stated),63
O=C(Nc1ccc(Cl)cc1)OCCS(=O)(=O)c1ccc(C(F)(F)F)cn1,53
O=C(NC(=S)Nc1ccc(S(=O)(=O)Nc2nccs2)cc1)c1ccc(Br)o1,62
Cc1ccc(S(=O)(=O)N2CCN(CCn3nc(-c4ccccc4)ccc3=O)CC2)s1,60
Cc1cc(C)nc(SCc2c(C(=O)NCc3cccs3)nnn2-c2ccccc2)n1,72
O=C(NOCCc1ccccc1)Nc1ccc([N+](=O)[O-])cc1,60
CNC(=O)Cc1cc(=O)[nH]c(SCc2cccc(C(F)(F)F)c2)n1,61
Cc1cc(/C=N/NC(N)=S)c2c(C)ccc(C(C)C)cc1-2,49
CSc1nnc(S/C(C(C)=O)=C(/C)O)s1,63
COc1ccc(OC)c2sc(N(Cc3ccccn3)C(=O)c3cc(C)no3)nc12,66
COC(=O)c1cnc(N/N=C/c2cccc(Cl)c2)nc1C(F)(F)F,62
O=c1c2nnn(-c3ccc(OC(F)(F)F)cc3)c2ncn1Cc1ccc(F)cc1,57

# Some of these compounds in order of the RMI FANCM FP value, lowest first.
SMILES,RMI FANCM FP
O=c1c2nnn(-c3ccc(OC(F)(F)F)cc3)c2ncn1Cc1ccc(F)cc1,57
Cc1ccc(S(=O)(=O)N2CCN(CCn3nc(-c4ccccc4)ccc3=O)CC2)s1,60
Cc1cc(C)nc(SCc2c(C(=O)NCc3cccs3)nnn2-c2ccccc2)n1,72

# New compounds follow.
SMILES,RMI FANCM FP
O=[N+]([O-])c1cc(Cl)ccc1S(=O)(=O)c1ccc(Cl)cc1,54
CC1CC(C)CN(S(=O)(=O)c2c(F)cccc2F)C1 (configuration not stated),57
Cc1cccc(S(=O)(=O)N2CC(C)OC(C)C2)c1 (configuration not stated),75
COC(=O)c1ccccc1N(C)C(=O)c1cc(OC)c(OC)c(OC)c1,58
CCCCCOc1ccc(N2C(=O)/C(=C/c3ccc(Br)cc3)N=C2c2ccccc2F)cc1,59
